Bioassay records: PubChem BioAssay, Broad Institute
TcdB inh: TcdB glycohydrolase inhibition; TcdB glycohydrolase enzymatic assay, plate reader; P18177; hit rate 0.24% among 350,000; inhibition, % at 9.99 µM; in the data active = inhibition above about 10%
Target sequence (P18177 whole entry, looked up): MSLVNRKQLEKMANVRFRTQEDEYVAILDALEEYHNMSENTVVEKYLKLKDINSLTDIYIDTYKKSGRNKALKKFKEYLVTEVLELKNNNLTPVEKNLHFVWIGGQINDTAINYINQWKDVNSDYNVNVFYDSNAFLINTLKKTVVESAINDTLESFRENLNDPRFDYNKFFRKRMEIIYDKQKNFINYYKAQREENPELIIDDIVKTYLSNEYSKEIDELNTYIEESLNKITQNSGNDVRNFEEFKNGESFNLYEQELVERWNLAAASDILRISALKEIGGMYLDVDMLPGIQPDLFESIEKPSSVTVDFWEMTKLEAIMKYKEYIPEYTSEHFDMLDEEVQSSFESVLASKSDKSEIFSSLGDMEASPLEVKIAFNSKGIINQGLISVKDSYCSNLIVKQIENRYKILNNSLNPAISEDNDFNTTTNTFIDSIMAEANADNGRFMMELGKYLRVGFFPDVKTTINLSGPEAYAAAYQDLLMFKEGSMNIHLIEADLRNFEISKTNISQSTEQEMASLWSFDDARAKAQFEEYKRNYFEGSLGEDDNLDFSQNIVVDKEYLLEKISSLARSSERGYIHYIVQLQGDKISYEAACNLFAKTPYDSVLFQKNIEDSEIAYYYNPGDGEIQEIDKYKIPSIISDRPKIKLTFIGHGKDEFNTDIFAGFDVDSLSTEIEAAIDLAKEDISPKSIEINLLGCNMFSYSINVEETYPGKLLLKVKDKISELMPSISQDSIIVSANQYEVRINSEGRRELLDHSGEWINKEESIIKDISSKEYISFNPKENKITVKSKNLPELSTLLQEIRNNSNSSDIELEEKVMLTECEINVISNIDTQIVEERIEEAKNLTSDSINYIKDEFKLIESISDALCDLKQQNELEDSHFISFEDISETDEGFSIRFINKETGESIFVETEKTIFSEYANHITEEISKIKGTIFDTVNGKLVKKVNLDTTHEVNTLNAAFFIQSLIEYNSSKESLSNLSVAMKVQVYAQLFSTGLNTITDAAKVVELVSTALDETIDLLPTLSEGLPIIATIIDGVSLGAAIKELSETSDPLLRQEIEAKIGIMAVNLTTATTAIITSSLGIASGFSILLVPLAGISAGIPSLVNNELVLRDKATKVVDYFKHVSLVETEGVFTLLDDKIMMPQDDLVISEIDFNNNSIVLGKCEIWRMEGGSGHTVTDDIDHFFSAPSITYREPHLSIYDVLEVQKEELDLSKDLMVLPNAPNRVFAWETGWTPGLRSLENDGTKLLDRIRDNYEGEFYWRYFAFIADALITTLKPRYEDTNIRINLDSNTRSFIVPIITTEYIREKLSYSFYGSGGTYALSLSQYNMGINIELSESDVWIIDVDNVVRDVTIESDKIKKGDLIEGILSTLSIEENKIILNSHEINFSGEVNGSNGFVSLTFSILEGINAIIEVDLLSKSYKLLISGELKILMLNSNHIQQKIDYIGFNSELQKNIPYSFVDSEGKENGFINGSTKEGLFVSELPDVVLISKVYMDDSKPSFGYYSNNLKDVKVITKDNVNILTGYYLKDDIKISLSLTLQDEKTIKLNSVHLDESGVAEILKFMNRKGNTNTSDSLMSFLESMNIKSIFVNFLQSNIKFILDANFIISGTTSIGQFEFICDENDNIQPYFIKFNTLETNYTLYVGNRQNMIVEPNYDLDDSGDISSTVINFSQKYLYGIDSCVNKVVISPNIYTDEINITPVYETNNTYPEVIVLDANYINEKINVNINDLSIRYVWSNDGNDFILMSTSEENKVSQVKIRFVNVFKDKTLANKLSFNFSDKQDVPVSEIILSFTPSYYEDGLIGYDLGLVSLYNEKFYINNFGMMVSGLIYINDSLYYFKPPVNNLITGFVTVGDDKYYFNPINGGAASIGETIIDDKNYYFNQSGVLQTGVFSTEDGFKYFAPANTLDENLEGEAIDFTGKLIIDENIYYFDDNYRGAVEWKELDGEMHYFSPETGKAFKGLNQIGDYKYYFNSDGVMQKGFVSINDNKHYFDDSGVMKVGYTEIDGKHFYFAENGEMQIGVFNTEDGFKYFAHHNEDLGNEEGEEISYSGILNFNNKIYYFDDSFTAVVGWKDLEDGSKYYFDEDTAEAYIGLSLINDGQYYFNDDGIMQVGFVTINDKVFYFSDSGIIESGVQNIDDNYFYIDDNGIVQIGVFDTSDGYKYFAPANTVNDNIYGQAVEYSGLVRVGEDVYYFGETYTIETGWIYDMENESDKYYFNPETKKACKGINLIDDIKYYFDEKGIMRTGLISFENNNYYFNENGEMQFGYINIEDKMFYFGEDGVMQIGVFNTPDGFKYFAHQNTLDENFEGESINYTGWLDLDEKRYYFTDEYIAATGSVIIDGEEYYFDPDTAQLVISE
The depositor's hits bear a star. The list is partial, so the mix of outcomes need not match the whole.

SMILES	TcdB inh
COc1ccc(S(=O)(=O)Nc2ccc3c(c2)CC(=O)N([C@@H](C)CO)C[C@@H](C)[C@H](CN(C)C(=O)Nc2ccc(C(F)(F)F)cc2)O3)cc1	0.6
O=S(=O)(c1ccc(F)cc1)N1CC[C@@H]2[C@H]1c1cc(C#CC3CCCCC3)ccc1N[C@@H]2CO	0.2
CC=Cc1ccc2n(c1=O)C[C@@H]1[C@@H](CO)[C@H](C(=O)N(C)C)N(CC3CC3)[C@H]21 (mixture of isomers)	-1.0
CCCN(C)C[C@H]1OCCCC[C@H](C)Oc2ccc(NC(=O)NC3CCCCC3)cc2C(=O)N([C@@H](C)CO)C[C@H]1C	-1.3
C[C@H](CO)N1C[C@H](C)[C@@H](CN(C)S(C)(=O)=O)Oc2ncc(/C=C/c3ccccc3)cc2C1=O	-0.5
CCC(=O)N1CC2(C1)CN(C(=O)CN1CCOCC1)[C@@H](CO)c1c2c2ccc(OC)cc2n1C	-1.2
CO[C@@H]1CN(C)C(=O)c2ccc(NC(C)=O)cc2OC[C@H](C)N(CCC(F)(F)F)C[C@@H]1C	0.2
COC(=O)C[C@H]1CC[C@H](NC(=O)Nc2ccc(C(F)(F)F)cc2)[C@@H](CO)O1	-0.3
Cc1cccc(S(=O)(=O)N[C@@H]2CC[C@H](CCn3cc(-c4ccccn4)nn3)O[C@@H]2CO)c1	0.5
Cc1ccc(S(=O)(=O)N[C@@H]2CC[C@H](CCn3cc(-c4cccnc4)nn3)O[C@H]2CO)cc1	-0.2
CNC[C@H]1OCCCC[C@@H](C)Oc2ccc(NC(=O)Nc3c(C)noc3C)cc2C(=O)N([C@@H](C)CO)C[C@H]1C	0.2
N#C[C@H]1[C@@H](c2ccc(/C=C/c3ccccc3)cc2)[C@@H](CO)N1C(=O)C1CC1	0.1
C/C=C/c1ccc2c(c1)[C@H]1[C@H](CCN1C(=O)C1CCCC1)[C@@H](CO)N2	-0.3
O=C(Nc1ccc(Cl)cc1)N[C@@H]1CC[C@H](CCn2cc(Cc3ccccc3)nn2)O[C@@H]1CO	0.9
CC(=O)N(C)C[C@@H]1Oc2ncc(-c3cncnc3)cc2C(=O)N([C@H](C)CO)C[C@H]1C	-1.2
CC(=O)N(C)C[C@@H]1Oc2ncc(C#CCC3CCCC3)cc2C(=O)N([C@@H](C)CO)C[C@H]1C	0.7
COc1ccc(-c2ccccc2[C@@H]2[C@@H](C#N)N(C(=O)NC3CCCCC3)[C@H]2CO)cc1	-1.1
COc1ccc(CN(C)C[C@@H]2Oc3c(NC(=O)NC4CCCCC4)cccc3C(=O)N([C@H](C)CO)C[C@H]2C)cc1	-0.3
COc1ccc(S(=O)(=O)Nc2ccc3c(c2)C(=O)N([C@H](C)CO)C[C@@H](C)[C@@H](CN(C)S(=O)(=O)c2ccc(OC)cc2)O3)cc1	-1.2
CC=Cc1ccc2n(c1=O)C[C@@H]1[C@@H](CO)[C@H](C(=O)NCC)[C@H]2N1C(C)=O (mixture of isomers)	-0.4
CS(=O)(=O)Nc1ccc2c(c1)[C@@H]1C[C@H](CC(=O)NCC3CC3)O[C@@H](CO)[C@@H]1O2	0.3
CO[C@@H]1CN(C)C(=O)c2ccc(NC(=O)C3CCOCC3)cc2OC[C@H](C)NC[C@H]1C	-0.1
C[C@H]1CN([C@@H](C)CO)C(=O)Cc2cc(NC(=O)Nc3cccc4ccccc34)ccc2O[C@@H]1CN(C)Cc1ccc2c(c1)OCO2	-0.3
N#Cc1ccc(-c2ccc([C@@H]3[C@H]4CN(C(=O)C5CCC5)CC(=O)N4[C@H]3CO)cc2)cc1	1.5
COc1ccc(S(=O)(=O)N2CCC3(CC2)CN(Cc2ccncc2)[C@@H](CO)c2[nH]c4cc(OC)ccc4c23)cc1	0.2
Cc1noc(C)c1S(=O)(=O)N(C)C[C@@H]1OCCCC[C@@H](C)Oc2ccc(NS(=O)(=O)c3ccc(Cl)cc3)cc2C(=O)N([C@H](C)CO)C[C@@H]1C	2.3
C[C@H](CO)N1C[C@H](C)[C@@H](CN(C)C(=O)c2ccc3c(c2)OCO3)Oc2cc(C#Cc3ccccc3F)ccc2S1(=O)=O	2.1
CCc1cnc(N2[C@H](C#N)[C@H](c3ccc(C4=CCCCC4)cc3)[C@H]2CO)s1	0.1
Cc1ccc(-c2ccc([C@@H]3[C@H]4CN(C(=O)c5ccncc5)CC(=O)N4[C@H]3CO)cc2)cc1	0.0
Cc1noc(C)c1S(=O)(=O)N(C)C[C@H]1OCCCC[C@@H](C)Oc2ccc(NS(=O)(=O)c3cccs3)cc2C(=O)N([C@@H](C)CO)C[C@H]1C	-1.0
CN1C(=O)c2cc(NC(=O)c3ccc(F)c(F)c3)ccc2OC[C@@H]2O[C@H](CC(=O)N3CCCCC3)CC[C@H]21	0.3
CCCC#Cc1ccc([C@@H]2[C@@H](CO)N3CCCCN(S(C)(=O)=O)C[C@H]23)cc1	-0.8
CCc1nc(N2[C@@H](C#N)[C@@H](c3ccccc3-c3ccccc3C)[C@@H]2CO)sc1C	0.0
C[C@H](CO)N1C[C@H](C)[C@H](CN(C)Cc2cncnc2)Oc2ncc(-c3ccc(F)cc3)cc2C1=O	-7.6
Cc1noc(C)c1NC(=O)N[C@H]1CC[C@H](CCNC(=O)C2CCCC2)O[C@@H]1CO	-0.7
Cc1ccc(-c2ccccc2[C@H]2[C@@H](C#N)N(c3ncc(-c4ccccc4)s3)[C@H]2CO)cc1	-0.4
CCCN1[C@H](C(=O)N[C@@H](C)c2ccccc2)[C@@H](CO)[C@@H]2Cn3c(ccc(-c4ccc(F)cc4)c3=O)[C@@H]21	0.3
CC(C)NC(=O)Nc1cccc2c1O[C@@H](CN(C)Cc1ccccc1)[C@@H](C)CN([C@@H](C)CO)C2=O	0.3
COc1ccc2c3c(n(C)c2c1)[C@H](CO)N(C(=O)NC(C)C)CC31CN(CC2CCCCC2)C1	-0.1
CC(C)NC(=O)N(C)C[C@@H]1Oc2ccc(NS(=O)(=O)c3cn(C)cn3)cc2CC(=O)N([C@H](C)CO)C[C@@H]1C	0.4
Cc1ccc(S(=O)(=O)N(C)C[C@H]2OCCCC[C@@H](C)Oc3ccc(NS(C)(=O)=O)cc3C(=O)N([C@@H](C)CO)C[C@@H]2C)cc1	2.0
CCCNC(=O)N1C[C@@H]2[C@H](c3ccccc31)[C@@H](CO)N2C(=O)c1ccncc1	0.8
C[C@H]1CN([C@@H](C)CO)C(=O)c2cc(C#Cc3cccnc3)cnc2O[C@H]1CN(C)Cc1cccnc1	-0.7
C[C@@H]1CN([C@@H](C)CO)C(=O)c2cc(NC(=O)Nc3ccccc3)ccc2O[C@@H](C)CCCCO[C@@H]1CN(C)Cc1ccc(C(=O)O)cc1	-0.5
C[C@@H]1CCCCO[C@H](CN(C)S(=O)(=O)c2cccs2)[C@H](C)CN([C@@H](C)CO)C(=O)c2cc(NC(=O)Nc3ccccc3)ccc2O1	-0.9
C[C@@H]1CCCCO[C@H](CN(C)C(=O)NC2CCCCC2)[C@H](C)CN([C@@H](C)CO)C(=O)c2cc(NC(=O)CCCN(C)C)ccc2O1	-0.7
C[C@H](CO)N1C[C@H](C)[C@@H](CN(C)CC2CCOCC2)Oc2ncc(C#CCC3CCCC3)cc2C1=O	0.4
C[C@@H]1CN([C@@H](C)CO)C(=O)c2cccc(NS(=O)(=O)c3cccs3)c2O[C@H]1CN(C)Cc1ccc(Cl)c(Cl)c1	1.0
C[C@H](O)C#Cc1ccc([C@H]2[C@H](CO)N3CCCCN(CC4CC4)C[C@@H]23)cc1	-0.4
COc1ccc2c3c([nH]c2c1)[C@H](CO)N(C(=O)C1CCC1)CC31CCN(C)CC1	0.4
COCC(=O)N1[C@H](CO)[C@@H](c2ccc(C#CCC3CCCC3)cc2)[C@@H]1C#N	0.2
Cc1noc(C)c1NC(=O)N(C)C[C@@H]1Oc2ccc(NC(=O)CCCN(C)C)cc2C(=O)N([C@@H](C)CO)C[C@@H]1C	0.6
O=C(C[C@H]1C=C[C@@H](NC(=O)C2CC2)[C@@H](CO)O1)NCc1ccccc1Cl	-1.4
C[C@@H]1CCCCO[C@H](CN(C)C(=O)c2ccccc2)[C@@H](C)CN([C@H](C)CO)C(=O)c2cc(NC(=O)Nc3ccc(C(F)(F)F)cc3)ccc2O1	0.4
COC(=O)C[C@@H]1C[C@@H]2c3cc(NC(=O)Nc4ccccc4)ccc3O[C@@H]2[C@H](CO)O1	2.2
O=C(N[C@@H]1CC[C@H](CCNS(=O)(=O)c2ccc(Cl)cc2)O[C@H]1CO)c1cccc(F)c1	-5.6
O=C(NCC[C@@H]1CC[C@@H](NC(=O)C2CCCC2)[C@@H](CO)O1)c1cnccn1	-1.5
C[C@@H]1CN([C@H](C)CO)C(=O)c2cc(NC(=O)CCC(F)(F)F)ccc2O[C@@H]1CN(C)C(=O)Nc1ccc(F)cc1	0.2
NCC[C@@H]1CC[C@H](NC(=O)Nc2ccc(F)cc2)[C@@H](CO)O1	0.7
O=C(C[C@@H]1C[C@@H]2c3cc(NS(=O)(=O)c4ccc(F)cc4)ccc3O[C@@H]2[C@@H](CO)O1)NCc1ccc(Oc2ccccc2)cc1	0.3

No new results follow: an excerpt of the list.
SMILES	TcdB inh
COc1ccc(S(=O)(=O)Nc2ccc3c(c2)CC(=O)N([C@@H](C)CO)C[C@@H](C)[C@H](CN(C)C(=O)Nc2ccc(C(F)(F)F)cc2)O3)cc1	0.6
O=S(=O)(c1ccc(F)cc1)N1CC[C@@H]2[C@H]1c1cc(C#CC3CCCCC3)ccc1N[C@@H]2CO	0.2
CC=Cc1ccc2n(c1=O)C[C@@H]1[C@@H](CO)[C@H](C(=O)N(C)C)N(CC3CC3)[C@H]21 (mixture of isomers)	-1.0
CCCN(C)C[C@H]1OCCCC[C@H](C)Oc2ccc(NC(=O)NC3CCCCC3)cc2C(=O)N([C@@H](C)CO)C[C@H]1C	-1.3
C[C@H](CO)N1C[C@H](C)[C@@H](CN(C)S(C)(=O)=O)Oc2ncc(/C=C/c3ccccc3)cc2C1=O	-0.5
CCC(=O)N1CC2(C1)CN(C(=O)CN1CCOCC1)[C@@H](CO)c1c2c2ccc(OC)cc2n1C	-1.2
CO[C@@H]1CN(C)C(=O)c2ccc(NC(C)=O)cc2OC[C@H](C)N(CCC(F)(F)F)C[C@@H]1C	0.2
COC(=O)C[C@H]1CC[C@H](NC(=O)Nc2ccc(C(F)(F)F)cc2)[C@@H](CO)O1	-0.3
Cc1cccc(S(=O)(=O)N[C@@H]2CC[C@H](CCn3cc(-c4ccccn4)nn3)O[C@@H]2CO)c1	0.5
Cc1ccc(S(=O)(=O)N[C@@H]2CC[C@H](CCn3cc(-c4cccnc4)nn3)O[C@H]2CO)cc1	-0.2
CNC[C@H]1OCCCC[C@@H](C)Oc2ccc(NC(=O)Nc3c(C)noc3C)cc2C(=O)N([C@@H](C)CO)C[C@H]1C	0.2
N#C[C@H]1[C@@H](c2ccc(/C=C/c3ccccc3)cc2)[C@@H](CO)N1C(=O)C1CC1	0.1

(list continues)
SMILES	TcdB inh
CS(=O)(=O)N1[C@@H](CO)[C@@H](c2ccccc2)C12CN(C(=O)c1ccccc1F)C2	-0.4
CCC(=O)N1[C@@H]2Cn3c(ccc(C4=CCCC4)c3=O)[C@H]1[C@@H](C(=O)N[C@@H](C)c1ccccc1)[C@@H]2CO	-1.6
C[C@H](CO)N1C[C@H](C)[C@H](CN(C)S(=O)(=O)c2cccs2)OCCCC[C@H](C)Oc2ccc(NS(=O)(=O)c3ccccc3)cc2C1=O	-0.7
COc1ccccc1CN1C[C@H](C)[C@@H](OC)CN(C)C(=O)c2ccc(NC(C)=O)cc2OC[C@@H]1C	-0.3
Cc1noc(C)c1S(=O)(=O)Nc1cccc2c1O[C@@H](CN(C)Cc1ccccc1)[C@@H](C)CN([C@@H](C)CO)C2=O	-0.3
CCCNC(=O)N1CC[C@@H]2[C@@H](CO)N(C)c3ccc(-c4ccccc4)cc3[C@@H]21	10.6*
CCC(=O)N[C@H]1C=C[C@H](CC(=O)NCC2CC2)O[C@@H]1CO	0.9
N#Cc1ccc(-c2ccc([C@H]3[C@@H](CO)N4C(=O)CN(C(=O)C5CCC5)C[C@@H]34)cc2)cc1	0.6
Cc1cccc(-c2ccc([C@H]3[C@H](CO)N4C(=O)CN(C(=O)c5cccnc5)C[C@@H]34)cc2)c1	0.8
C[C@H](NC(=O)C[C@H]1C[C@H]2c3cc(NC(=O)CN(C)C)ccc3O[C@H]2[C@@H](CO)O1)c1ccccc1	-0.3
CO[C@H]1CN(C)C(=O)c2ccc(NC(=O)C3CCCC3)cc2OC[C@H](C)NC[C@@H]1C	0.9
O=C(C[C@@H]1C=C[C@H](NC(=O)c2ccncc2)[C@@H](CO)O1)Nc1ccccc1	-0.2
CCCNC(=O)NC[C@H]1[C@H](c2ccc(C3=CCCC3)cc2)[C@H](CO)N1C(=O)CC	0.4
CC(C)CC#Cc1cnc2c(c1)C(=O)N([C@@H](C)CO)C[C@H](C)[C@@H](CN(C)C(=O)Nc1cc(F)ccc1F)O2	-1.0
Cc1noc(C)c1NC(=O)Nc1ccc2c(c1)C(=O)N([C@H](C)CO)C[C@@H](C)[C@H](CN(C)C(=O)NC1CCCCC1)OCCCC[C@@H](C)O2	1.4
C/C=C/c1ccc([C@H]2[C@H](CO)N(C(=O)COC)[C@H]2CNC(=O)CC)cc1	0.5
COc1ccc2c3c(n(C)c2c1)[C@H](CO)N(Cc1nccs1)CC31CCN(C(=O)CN(C)C)CC1	-3.2
O=C(N[C@H]1CC[C@H](CCn2cc(-c3ccccn3)nn2)O[C@@H]1CO)c1ccncc1	-1.8
CNC[C@@H]1Oc2ccc(NS(=O)(=O)c3c(C)noc3C)cc2CC(=O)N([C@H](C)CO)C[C@H]1C	0.0
Cc1ccc(S(=O)(=O)N(C)C[C@@H]2OCCCC[C@H](C)Oc3ccc(NS(=O)(=O)c4ccc(F)cc4)cc3C(=O)N([C@@H](C)CO)C[C@H]2C)cc1	0.1
C[C@H]1CN([C@@H](C)CO)C(=O)Cc2cc(NC(=O)C3CCCCC3)ccc2O[C@H]1CN(C)Cc1ccccc1	1.0
COc1ccc(CNC(=O)C[C@@H]2C=C[C@H](NC(=O)Nc3ccc4c(c3)OCO4)[C@H](CO)O2)cc1	0.2
C[C@@H]1CN([C@@H](C)CO)C(=O)c2cc(NC(=O)C3CCCCC3)ccc2O[C@@H](C)CCCCO[C@H]1CN(C)C(=O)Nc1ccccc1	0.3
COc1ccc(CN(C)C[C@H]2Oc3c(NC(=O)Nc4c(C)noc4C)cccc3C(=O)N([C@@H](C)CO)C[C@H]2C)cc1	0.1
